# KLK5 inh – inhibitors of human kallikrein 5; inhibition, % at 5 µM; recombinant hK5, fluorogenic AMC substrate cleavage; AID 873; 210,000 tested, 0.59% active;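 active = inhibition of 40% or more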;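 also: 0% = enzyme controls without compound and 100% = no-enzyme blanks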
# Rad51 HR inh – blocks human Rad51 in homologous recombination; Q06609; 200,000 tested, 0.085% active; inhibition, % at 10 µM; hRad51 DNA strand exchange, fluorescence dequenching;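 active = inhibition above 40% at the single screening dose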;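 also: 0% = DMSO control wells and 100% = blanks with heterologous ssDNA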
# Target sequence (Q06609 whole entry, looked up): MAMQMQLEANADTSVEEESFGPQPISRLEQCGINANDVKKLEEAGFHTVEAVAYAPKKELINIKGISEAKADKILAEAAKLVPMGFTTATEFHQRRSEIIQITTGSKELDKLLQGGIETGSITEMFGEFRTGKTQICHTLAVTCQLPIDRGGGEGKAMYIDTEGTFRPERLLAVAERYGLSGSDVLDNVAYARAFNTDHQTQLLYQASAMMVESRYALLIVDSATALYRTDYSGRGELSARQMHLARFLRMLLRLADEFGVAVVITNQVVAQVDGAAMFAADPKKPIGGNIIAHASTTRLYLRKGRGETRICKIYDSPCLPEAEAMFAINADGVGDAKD
#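 Test system – preformed human Rad51 ssDNA filaments · Reagent – Donor/quencher-labelled 47-bp dsDNA substrate · Incubation – 37 °C 15-min filament assembly, 30-min compound preincubation, 15-min exchange · Signal – FRET fluorescence dequenching, excitation 485 nm, emission 520 nm · Read-out – percent inhibition from fluorescence, normalised to plate control and blank means · Benchmarks – plate control and blank wells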
# Calpain2 inh – blocks pig calpain II enzyme activity; purified calpain II, fluorogenic peptide substrate, 30 min; AID 1236; inhibition, % at 16 µM; 220,000 tested, 0.37% active;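 active = inhibition above about 50%, limit read from the data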
# FXIIa inh – inhibitors of human coagulation factor XIIa; purified FXIIa, Boc-QGR-AMC fluorogenic substrate, 2 h; P00748; inhibition, % at 5 µM; 220,000 tested, 0.3% active; AID 800; in the data active = inhibition above about 40%;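 also: 0% = enzyme with no compound and 100% = blank without enzyme; many of its hits are not listed in these tables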
# FXIa inh 1536 – blocks human coagulation factor XIa protease activity. purified FXIa, Boc-Glu-Ala-Arg-AMC fluorogenic substrate. inhibition, % at 5 µM. 220,000 tested, 0.14% active. AID 798;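 active = inhibition of at least 40%; inactive = inhibition below 40%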;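 also: fluorescence of freed AMC excited at 355 nm; 0% = enzyme without compound and 100% = no enzyme blank; many of its hits are not listed in these tables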
# thrombin 1536 – thrombin (human) inhibition | alpha-thrombin, Boc-VPR-AMC fluorogenic substrate cleavage | inhibition, % at 5 µM | 220,000 tested, 0.26% active;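 active = inhibition at or above 40%; inactive = inhibition below 40%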;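 also: 0% = enzyme with no compound and 100% = wells without enzyme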
#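 Material: human alpha-thrombin protein; Also added: Boc-VPR-AMC substrate, 15 µM final; Timing: enzyme reaction carried out at room temperature; Signal: fluorescence, ex 355 nm, em 460 nm; Measure: % inhibition of thrombin; Controls: enzyme without compound as high, wells lacking enzyme as low.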
# Furin inh – blocks human furin protease activity; inhibition, % at 30 µM; AID 463115; 220,000 tested, 0.061% active; purified furin, fluorogenic substrate cleavage; in the data active = inhibition above about 25%; also: inactives centre near -15
# Target sequence (P09958 108-714 limits assumed): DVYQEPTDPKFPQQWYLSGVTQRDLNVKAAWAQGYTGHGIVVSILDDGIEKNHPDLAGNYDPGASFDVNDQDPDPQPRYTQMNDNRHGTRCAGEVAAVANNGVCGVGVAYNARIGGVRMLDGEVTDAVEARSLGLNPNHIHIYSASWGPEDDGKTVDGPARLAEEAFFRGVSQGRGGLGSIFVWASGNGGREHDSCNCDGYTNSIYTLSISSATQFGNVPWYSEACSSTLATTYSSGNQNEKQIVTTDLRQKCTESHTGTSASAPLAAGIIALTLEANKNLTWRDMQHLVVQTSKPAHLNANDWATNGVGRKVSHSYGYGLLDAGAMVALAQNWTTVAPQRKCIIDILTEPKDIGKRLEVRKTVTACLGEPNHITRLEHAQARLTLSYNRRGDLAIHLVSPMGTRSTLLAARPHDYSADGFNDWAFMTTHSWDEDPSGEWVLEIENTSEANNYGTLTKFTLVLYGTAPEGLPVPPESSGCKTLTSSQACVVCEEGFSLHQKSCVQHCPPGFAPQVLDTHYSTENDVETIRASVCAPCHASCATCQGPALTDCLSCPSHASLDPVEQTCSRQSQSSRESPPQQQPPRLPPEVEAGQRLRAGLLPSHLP
# PERK inh – human PERK inhibition, primary cell-based screen; Q9NZJ5; CHO PERK-DD fusion, SEAP luminescence translation reporter; inhibition, % at 5.6 µM; 220,000 tested, 0.17% active;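 active = inhibition above the mean inhibition of all tested compounds plus 3 SD, set separately per screening campaign, cut at about 2.9% in these data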;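 also: PERK kinase domain activated by AP20187 dimerizer at 100 nM; 0% = DMSO with dimerizer and 100% = rapamycin at 8.4 µM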
# KCC2 mod – KCC2 (human) Cl- transport modulation; AID 1456; 190,000 tested, 2.2% active; KCC2 cells, thallium flux FluoZin-2 fluorescence; B-score of Tl+ flux slope (higher = more flux/activation; lower = inhibition) at 10 µM;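 active = thallium flux slope and its plate-corrected score both differing from the plate sample mean at a set confidence after two filtering rounds, in either direction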;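 also: slope of fluorescence scaled to starting intensity during 10 to 20 s after thallium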
# Starred values were filed as active, the others as inactive; i = inactive; . = not tested or not shown; [ ] = another dose, or the depositor's remark. A portion of the library; the hit share may differ from the screen's.
SMILES,KLK5 inh,Rad51 HR inh,Calpain2 inh,FXIIa inh,FXIa inh 1536,thrombin 1536,Furin inh,PERK inh,KCC2 mod
COc1cc(-c2nc(-c3ccccc3)c(-c3cc([N+](=O)[O-])ccc3C)[nH]2)cc(OC)c1OC,9,0,-29,4,-4,-4,-12[20 µM],-1.6,0.43
O=C1CC(N2CCN(C/C=C/c3ccccc3)CC2)C(=O)N1Cc1cccs1 (stereo unspecified),-15,4,-6,4,1,-6,-16[20 µM],-0.6,.
Cc1ccc(-c2nc3ccccc3[nH]2)cc1NC(=O)c1sc2ccccc2c1Cl,6,5,7,3,2,-6,-4[20 µM],-0.6,0.4
O=C(N1CCOCC1)C(F)(F)C(=O)N1CCOCC1,-4,5,-13,9,1,-3,-15,1.9,.
COc1cc2c(cc1OC)CN(C(=O)c1ccc(S(=O)(=O)N3CCCCC3)cc1)CC2,-9,-26,-10,8,9,-2,-21,-0.5,-0.44
O=C(Nc1ccccc1C(=O)O)c1cc(S(=O)(=O)N2CCCCC2)cs1,-6,-4,-52,-1,-6,-4,-18,0.1,-1.9
O=C(OCn1nnc2ccccc2c1=O)c1cc2ccccc2o1,-1,1,-3,10,0,-6,-25,.,0.24
O=C(Nc1ccccc1)c1cccc(S(=O)(=O)NCc2ccco2)c1,19,-1,13,5,-7,-6,-6[20 µM],-0.2,0.5
CCn1c(C)nc([N+](=O)[O-])c1Sc1ccc(F)cc1,-13,.,16,7,2,-1,-15,0.6,0.21
CCOCCCNC(=S)N1CCCN(c2nc3cc(C)ccc3cc2C#N)CC1,-21,-2,-71,13,0,6,-10,0.4,-1.4

# Taken from above.
# For FXIIa inh, O=C1CC(N2CCN(C/C=C/c3ccccc3)CC2)C(=O)N1Cc1cccs1 (stereo unspecified) is entered as 4
# For thrombin 1536, O=C(Nc1ccccc1)c1cccc(S(=O)(=O)NCc2ccco2)c1 is entered as -6
# For FXIIa inh, O=C(OCn1nnc2ccccc2c1=O)c1cc2ccccc2o1 is entered as 10
# For PERK inh, O=C(N1CCOCC1)C(F)(F)C(=O)N1CCOCC1 is entered as 1.9
# For KLK5 inh, COc1cc2c(cc1OC)CN(C(=O)c1ccc(S(=O)(=O)N3CCCCC3)cc1)CC2 is entered as -9
# For KCC2 mod, Cc1ccc(-c2nc3ccccc3[nH]2)cc1NC(=O)c1sc2ccccc2c1Cl is entered as 0.4

# Returning to the listing, repeating the two entries before the break.
SMILES,KLK5 inh,Rad51 HR inh,Calpain2 inh,FXIIa inh,FXIa inh 1536,thrombin 1536,Furin inh,PERK inh,KCC2 mod
CCn1c(C)nc([N+](=O)[O-])c1Sc1ccc(F)cc1,-13,.,16,7,2,-1,-15,0.6,0.21
CCOCCCNC(=S)N1CCCN(c2nc3cc(C)ccc3cc2C#N)CC1,-21,-2,-71,13,0,6,-10,0.4,-1.4
CCc1cccc2c(C(=O)CN3C(=O)NC(C)(c4cccc5ccccc45)C3=O)c[nH]c12 (stereo unspecified),-4,.,-132,5,0,-1,-28,0.6,.
Cc1ccc(C(=O)NC(=C(Cl)Cl)S(=O)(=O)c2ccc(Cl)cc2)cc1,2,-2,-24,7,-3,0,-31,0.5,0.24
COc1cccc(-n2cnc3sc(C)cc3c2=O)c1,1,2,-18,10,0,-5,-22,-0.2,-0.0012
CCOC(=O)CN1C(=O)C(O)(CC(=O)c2ccccn2)c2ccccc21 (stereo unspecified),-18,6,-8,11,-1,-5,-17,1.2,.
Cc1csc2ncc(C(=O)Nc3ccc(C(F)(F)F)cc3)c(=O)n12,-8,6,-36,14,1,-1,-3,0.7,-0.0024
Nc1nnnn1CC(=O)N/N=C/c1cc([N+](=O)[O-])ccc1O,-14,.,-8,3,-4,-3,-16,-0.2,0.19
O=C(COC(=O)c1cccs1)Nc1nc(-c2ccccc2)cs1,-10,4,-5,-3,0,-9,-24,0.5,0.15
Cc1oc(-c2ccccc2F)nc1CS(=O)(=O)CC(=O)NCCCc1ccccc1,-1,1,-43,17,6,2,-15,0.7,-1.1
Cc1ccc2nc3c(c(C(=O)O)c2c1)CCC3,-6,-2,-44,10,-2,-6,-7,0.6,0.93
CCC(C(=O)Nc1ccc(OC)c(Cl)c1)c1ccccc1 (stereo unspecified),-9,5,11,14,10,2,-12,1.2,0.015
O=C(CSCc1ccccc1Cl)Nc1c[nH]c(=O)[nH]c1=O,-21,-5,-11,12,1,-2,-13,1.1,0.35
Cc1cc(C)n2nc[n+](C)c2n1,-13,4,-25,-1,6,-1,-18[20 µM],1.5,0.31
CCOc1ncccc1C(=O)Nc1ccc(Cl)cc1,5,0,24,19,-3,5,16[20 µM],0.8,-1.7
COc1cc(C2CC(=O)N(c3ccc(C)cc3)C(=O)C2)cc(OC)c1OC,-1,12,-15,3,0,1,-16,-1.3,1.2
COc1nc2ccccc2c(=O)n1OCC(C)C,-21,0,-31,11,0,-7,0,0.2,.
COc1ccc(OCC(=O)Nc2ccc(N3CCOCC3)cc2)c([N+](=O)[O-])c1,-11,9,-27,-7,-4,-11,-16,-0.3,-0.045
CCOC(=O)c1cc(C#N)c(SCC(=O)O)[nH]c1=O,-6,-12,-83,8,1,-9,-11,1.1,0.2
c1ccc(C2CN3CCSC3=N2)cc1 (stereo unspecified),4,28,-30,7,7,-16,-33,2.2,-0.6
O=C1/C(=C\c2ccsc2)N2CCC1CC2,-5,-10,10,3,-4,-7,-15,0.5,1.6
Cc1ccc(NC(c2ccccc2)c2nc3ccccc3[nH]c2=O)cc1 (stereo unspecified),1,4,-10,11,2,0,-11,-0.4,0.12
CCOc1cc(NC(=S)NCC2CCCO2)c(OCC)cc1NC(=O)CC(C)C (stereo unspecified),3,6,-31,5,-2,-7,-6,0.6,0.63
CC(C)CCn1c(SCc2ccc(Cl)cc2)nc2c1c(=O)[nH]c(=O)n2C,-12,0,2,13,-3,-11,-6,-0.3,0.71
Cn1c(SCC(=O)N2c3ccccc3Sc3ccccc32)nc2ccccc21,-14,-15,21,8,7,-4,-7,-1.1,-0.61
COc1ccc2[nH]c(O)c(N=NC(=O)Cc3cccs3)c2c1,7,7,-42,10,3,3,-14,1.4,-0.74
C=CCSc1nc(N)cc(=O)[nH]1,0,6,19,8,1,-3,-9,3.0*,0.028
Cc1cc(=O)oc(C)c1C(=O)N1CCN(c2ccc(F)cc2)CC1,5,4,-2,4,-2,-5,3[20 µM],0.8,.
Cc1nn(-c2ccccc2)c2c1C(c1ccc(F)cc1F)C(C#N)=C(N)O2 (stereo unspecified),-1,2,-11,-1,7,3,-13[20 µM],-0.1,0.82
O=C(Nc1ccc(Cl)c(Cl)c1)Oc1ccc(NC(=O)c2ccco2)cc1,4,-4,2,4,-5,-2,-18[20 µM],1.0,0.17
CSc1nc(C)c2c(n1)N(c1ccc(F)cc1)CC2,5,-5,-1,-2,1,3,-30[20 µM],0.8,.
O=C(COC(=O)/C=C/c1ccccc1Cl)NC(=O)Cc1ccccc1,1,-10,22,-3,-12,-8,-10,0.1,0.024
O=C(N/N=C/c1ccc(-c2ccccc2[N+](=O)[O-])o1)c1cccnc1,-15,-12,36,13,3,9,1[20 µM],1.4,.
COc1ccc(OC)c(Nc2nc(NCCCN(C)C)nc(N)c2[N+](=O)[O-])c1,3,41*,-4,10,7,0,4,-1.2,-0.69
COCCCNC(=O)c1c(N)n(-c2ccc(S(N)(=O)=O)cc2)c2nc3ccccc3nc12,-154,.,i,0,-10,-6,-12[20 µM],2.3,.
CCCNC(=S)Nc1ccc(Nc2ccccc2)cc1,-14,5,8,7,0,-3,-16,1.3,-2.7
CCOc1ccc(C(=O)Nn2cnnc2)cc1OCC,-2,-34,4,17,0,0,-16,1.6,1.6
CCCn1c2c(c(O)c(C(=O)Nc3ncccc3O)c1=O)CCCC2,-2,1,-68,10,6,-4,-16,1.3,.
O=C(CNC(=O)/C(=C/c1ccccc1)NC(=O)c1ccc(Br)cc1)OCc1ccccc1,1,30,7,5,3,9,-10,0.2,-6.9*
COc1cc(SC)ccc1C(=O)NC(C)C,.,0,-10,8,2,-2,-15,0.0,-0.02
O=C(NCc1ccc2c(c1)OCO2)c1ccc(S(=O)(=O)C(F)F)cc1,-3,-3,-24,9,-2,-10,-23,0.9,0.18
Cc1cccc(-n2ncc3c(N4CCC(C)CC4)ncnc32)c1,-7,2,5,9,1,-3,-15,0.6,0.22
CC(C)N(C(=O)C[n+]1ccsc1N)c1ccccc1,.,.,-16,3,-4,-5,-13,0.7,0.17
NC1=NC(=O)C(Cc2cccc(Cl)c2Cl)S1 (stereo unspecified),1,1,22,12,7,-3,-7,1.1,-1.8
C=CCc1ccccc1OCC(CN1CCCCC1)OC(C)=O (stereo unspecified),-15,0,12,12,-4,-8,-22,-0.6,0.28
CCOc1ccc(NC(=O)CCC(=O)N/N=C/c2ccc3c(c2)OCO3)cc1,-5,12,-9,9,-3,4,-11,1.0,-0.053
O=C(O)c1ccc(N/N=C/c2cn(Cc3ccccc3F)c3ccccc23)cc1,-2,13,47,0,2,-2,-11,-0.1,-2
O=C(CN1CCN(c2nc(-c3ccccc3)cs2)CC1)NCc1ccc2c(c1)OCO2,-12,-1,25,7,6,-1,-11,-0.9,-0.29
C/C(N)=C(/C#N)C(=O)COC(=O)Cc1coc2cc(C)ccc12,9,2,-21,9,-2,3,-30,0.8,.
CCOc1cc(/C=N\NC(N)=O)cc(Br)c1OC(C)C,-13,2,14,-1,9,-11,0,0.0,-1.3
O=C(N/N=C/c1ccncc1)c1cccc(N/N=C/c2ccncc2)c1,-2,7,4,.,-4,-6,-3,-0.3,-0.36
Clc1ccc(CSc2nnnn2-c2ccc3c(c2)OCO3)c(Cl)c1,1,-8,32,1,-1,-1,12[20 µM],1.4,-1.6

# The listing continues.
SMILES,KLK5 inh,Rad51 HR inh,Calpain2 inh,FXIIa inh,FXIa inh 1536,thrombin 1536,Furin inh,PERK inh,KCC2 mod
O=[N+]([O-])c1ccc(NC(=S)NCCc2ccc(F)cc2)cc1,-10,2,9,-1,-5,-12,-5,0.1,-6.1*
COc1ccc2c(c1)CCc1c(C(=O)N3CCOCC3)noc1-2,17,.,-1,13,1,-6,-31,1.0,.
CCN(CC)S(=O)(=O)c1ccc(C)c(NC(=O)/C=C/c2cccs2)c1,-13,5,11,10,5,-5,-9,-1.0,0.27
CCc1nnc(NC(=O)/C=C/c2cccs2)s1,-1,-13,18,6,0,0,-11,-0.7,0.072
O=C(Nc1nnc(SCc2ccc(Cl)cc2)s1)C1CCCO1 (stereo unspecified),-6,4,7,0,-2,-2,-7[20 µM],-0.1,0
Cn1/c(=N/NC(=O)c2ccccc2F)sc2ccccc21,7,0,27,11,-2,-19,-16,0.1,-0.39
N#Cc1cc2c([nH]c1=S)CCCC2,-7,.,-5,17,13,-1,-25,-0.6,2.7
CCC(C)Nc1ncnc2c1cnn2Cc1ccc(Cl)cc1 (stereo unspecified),-3,2,2,11,2,-3,-19,-0.8,-0.098
COc1cccc(NC(=O)C2C3CC4OC(=O)C2C4C3)c1 (stereo unspecified),-12,13,-28,16,0,0,-15[20 µM],0.6,0.26
COc1cc2c(cc1OC)CN(C(=O)NS(=O)(=O)c1ccc(C)cc1)CC2,-11,-2,-27,-22,-22,-5,-38,-0.3,0.076
O=C(O)CCCCCNC(=O)c1ccc(C(=O)NCCCCCC(=O)O)cc1,1,-4,7,6,1,-1,-22,1.2,-0.15
O[C@@H]1C2CCCC1[C@]1(O)CCCCC1C2 (stereo partly specified),-2,12,.,-8,-10,3,-20,1.3,1.5
O=C1ON=C(c2ccccc2)/C1=C/c1ccc(-c2ccccc2[N+](=O)[O-])o1,-16,4,-44,2,-3,1,-1,0.0,-1.2

# Assay outcomes deposited in PubChem by several laboratories.
